Pin1 inh = inhibitors of human Pin1; Potency, µM (series often up to 115 µM), inactives show at the highest dose activity, negative = inhibition, actives largely listed as inhibitors; Pin1 FP peptide displacement, HiFluor488, 10 min; hit rate 0.009% among 390,000; Q13526; AID 504891; active means well fitted inhibition curve with a large enough effect in the polarisation, with a control signal flat, not every such curve was filed as active; inconclusive means small, poorly fitted or top-dose-only effect, or effect the other way, or a change in a side signal; inactive means no such curve, though single readings can be large or run the other way; the % refers to the polarisation; further: potency means the concentration at half of the fitted maximal effect; on the % scale 0 is the no-effect control and ±100 the full control effect
Target sequence (Q13526 whole entry, looked up): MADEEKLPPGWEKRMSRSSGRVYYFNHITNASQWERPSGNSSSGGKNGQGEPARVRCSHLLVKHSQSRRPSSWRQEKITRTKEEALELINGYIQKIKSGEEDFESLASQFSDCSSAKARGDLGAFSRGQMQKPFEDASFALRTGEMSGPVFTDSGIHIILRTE
HP1b chromo inh = blocks HP1-beta chromodomain binding to methylated histone tails | AlphaScreen HP1-beta / biotin-H3K9me3 peptide binding | hit rate 0.56% among 390,000 | Potency, µM (titrated, usually from 114 µM), for inactives: at the top dose activity change, negative = inhibition, actives largely listed as inhibitors | P83916; further: potency means the concentration at half of the fitted maximal effect; nearly all actives have a fitted effect of over 70% in size; inactives centre near 23
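Compound inhibition of the preformed complex between 50 nM HP1-beta and 50 nM biotinylated H3K9me3 peptide was read by AlphaScreen. Buffer was PBS pH 7.4 with 0.01% Tween-20. Incubations ran 30 min at room temperature, with 10 ug/mL donor/acceptor beads.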
JMJD2A Tudor = inhibitors of human JMJD2A Tudor domain | O75164 | AlphaScreen JMJD2A-Tudor / H3K4me3 peptide binding | Potency, µM (top dose mostly 114 µM), without a hit: top-dose activity change, negative = inhibition, most hits filed as inhibitors | hit rate 4.4% among 390,000 | AID 504339; further: potency means the concentration at half of the fitted maximal effect; on the % scale 0 is the no-effect control and ±100 the full control effect; nearly all actives have a fitted effect of over 50% in size
PI4K2A block = inhibitors of human PI4K2A; purified PI4K2A, ADP-Glo luminescence, 1 h; hits give low values; activity change, negative = inhibition, % at 76.9 µM; hit rate 0.13% among 420,000; AID 1346378; in the data active means activity change below about -50%; inconclusive means mostly about -30% to -49%;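 further: -100% = wells without enzyme as full effect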
Target sequence (Q9BTU6 whole entry, looked up): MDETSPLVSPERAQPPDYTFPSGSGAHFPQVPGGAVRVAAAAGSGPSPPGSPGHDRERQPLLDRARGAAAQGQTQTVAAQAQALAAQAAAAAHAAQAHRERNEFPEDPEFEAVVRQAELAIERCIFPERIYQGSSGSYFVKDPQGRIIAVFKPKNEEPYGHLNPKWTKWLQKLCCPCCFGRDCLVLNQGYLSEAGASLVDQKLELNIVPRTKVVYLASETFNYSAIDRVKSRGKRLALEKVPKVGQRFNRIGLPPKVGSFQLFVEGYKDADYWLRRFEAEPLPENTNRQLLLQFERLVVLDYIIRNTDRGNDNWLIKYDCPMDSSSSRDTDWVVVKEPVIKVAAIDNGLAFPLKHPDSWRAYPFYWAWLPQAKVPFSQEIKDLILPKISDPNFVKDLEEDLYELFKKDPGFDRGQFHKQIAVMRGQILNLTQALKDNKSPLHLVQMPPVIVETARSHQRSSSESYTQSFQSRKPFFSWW
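PI4K2A activity was measured by ADP-Glo luminescence: enzyme (4 ug/mL stock) and phosphatidylinositol (1.2 mM stock) in Tris pH 7.5/MgCl2/EGTA/Triton X-100 buffer were reacted with ATP (300 microM stock) for one hour at ambient temperature.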
PGK inhibitor = blocks T. brucei phosphoglycerate kinase | P07378 | hit rate 0.043% among 380,000 | PGK/GAPDH coupled, Kinase-Glo luminescence, 60 min | Potency, µM (series often up to 57.5 µM), for the others: at the highest dose activity change, negative = inhibition, actives largely listed as inhibitors; further: potency means the concentration at half of the fitted maximal effect; on the % scale 0 is the no-effect control and ±100 the full control effect; nearly all actives have a fitted effect of over 60% in size
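Recombinant glycosomal PGK reaction used 1,3-bisphosphoglycerate generated in-well by GAPDH (100nM final) in 100mM TEA pH 7.6, 5mM MgCl2, 0.01% Tween-20. After 60 minutes at room temperature, ATP was read by Kinase-Glo Plus luminescence end-point.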
GLS inhibitor = blocks human kidney-isoform glutaminase activity; O94925; hit rate 0.21% among 410,000; Potency, µM (series often up to 45.5 µM), inactives show top-dose activity change, negative = inhibition, usual class: inhibitors; GLS enzymatic activity, qHTS titration; further: potency means the concentration at half of the fitted maximal effect; on the % scale 0 is the no-effect control and ±100 the full control effect
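Read-out is an Amplex red fluorescence increase coupled through glutamate oxidase and HRP, measured before and after 30 min room-temperature incubation. hKGA is in 45 mM KH2PO4 (pH 8.2) with 0.02% Tween-20; glutamine added as 1mM solution.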
Pol eta inh = DNA polymerase eta (human) inhibition. AID 588591. Q9Y253. hit rate 1.2% among 390,000. recombinant Pol eta, fluorescent DNA replication assay. Potency, µM (titrated, usually from 114 µM), for the others: at the highest dose activity change, negative = inhibition, hits mostly inhibitors; further: potency means the concentration at half of the fitted maximal effect; on the % scale 0 is the no-effect control and ±100 the full control effect
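Fluorescent replication assay: 50 nM final substrate added after a 15 min room-temperature compound preincubation with 10 nM enzyme. Signal taken at 0 min and again at 10 min.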
G9a block = G9a (human) methyltransferase inhibition. Q96KQ7. G9a H3K9 monomethylation, AlphaScreen, 2 h. Potency, µM (doses to about 102 µM), for inactives: at the top dose activity, negative = inhibition, actives largely listed as inhibitors. hit rate 8.8% among 350,000. AID 504332; further: potency means the concentration at half of the fitted maximal effect; on the % scale 0 is the no-effect control and ±100 the full control effect; nearly all actives have a fitted effect of over 75% in size
Target sequence (Q96KQ7 913-1193 limits assumed): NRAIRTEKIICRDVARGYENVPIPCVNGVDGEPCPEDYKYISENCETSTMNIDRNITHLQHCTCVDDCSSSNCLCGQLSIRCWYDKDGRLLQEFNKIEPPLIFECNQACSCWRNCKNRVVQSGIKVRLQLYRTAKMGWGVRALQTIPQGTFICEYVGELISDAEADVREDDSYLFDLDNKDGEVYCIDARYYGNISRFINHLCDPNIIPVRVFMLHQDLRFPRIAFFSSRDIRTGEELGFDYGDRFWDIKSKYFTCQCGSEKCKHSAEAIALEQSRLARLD
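Quantitative HTS format: methyltransferase activity on a biotin-tagged H3K9 peptide is measured by AlphaScreen, using a rabbit anti-monomethyl-H3K9 antibody with streptavidin donor and anti-IgG acceptor beads. Final levels are 20 nM enzyme, 500 nM peptide, 20 uM SAM; 2 h RT.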
BAZ2B inh = blocks human BAZ2B; hit rate 4.4% among 360,000; AlphaScreen BAZ2B-H3K14Ac peptide displacement; Potency, µM (top dose mostly 114 µM), without a hit: at the top dose activity change, negative = inhibition, most hits filed as inhibitors; further: potency means the concentration at half of the fitted maximal effect; on the % scale 0 is the no-effect control and ±100 the full control effect; nearly all actives have a fitted effect of over 60% in size
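Protein-peptide AlphaScreen: BAZ2B 50 nM, b-H3K14Ac 50 nM, 1x PBS pH 7.4 + 0.01% Tween-20. Preincubation 30 min RT; cpd 30 min RT (top 110 uM); beads 20 min RT, light-protected.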
An asterisk follows results filed as active; i = inactive; u = inconclusive; x = not tested or not shown; & = joins results of further samples; [ ] = dose if it differs, or a comment. Unless noted, the call rests on the fitted dose curve; in most records, active means well fitted curve in the direction sought with a large enough effect; inconclusive means small, poorly fitted or top-dose-only effect, or another doubt; inactive means no such curve, though single readings can be large; an effect the other way counts as inactive or inconclusive.

SMILES	Pin1 inh	HP1b chromo inh	JMJD2A Tudor	PI4K2A block	PGK inhibitor	GLS inhibitor	Pol eta inh	G9a block	BAZ2B inh
O=C(CN1c2cccc3cccc(c23)S1(=O)=O)Nc1ccc(S(=O)(=O)N2CCOCC2)cc1	9.1%	2.4%	-25.3%	-3.6	-6.1%	0.2%	11.7%	7.94µM*	-38.8%
CCOc1cc(N2CCOCC2)c(OCC)cc1NC(=O)CSc1ccccc1C(=O)O	u	12.8%	-32.6%	-9.5	2.8%	31.8%[activator]	-5.7%	7.94µM*	79.4µM*
CSc1ccc(/C=N\NC(=O)CNc2ccc(C)cc2)cc1	-0.2%	4.5%	-24.4%	2.6	-6.7%	3.9%	-5.4%	x	-0.2%
COc1cc(C2NC(=O)N(C)C3=C2C(=O)N(c2cccc(Cl)c2)C3)ccc1O (stereo not given)	-2.5%	20.2%	-15.3%	20.3	-10.2%	12.9%	-13.9%	-28.8%[59 µM]	-20.1%
C=CCn1c(CC(=O)Nc2ccc(C)cc2C)nnc1SCC(=O)N1CCOCC1	-0.5%	7.9%	11.8%	-0.4	-9.2%	1.7%	-11.5%	35.1%	-34.0%
COc1cccc(NC(=O)C(C)OC(=O)CCCNC(=O)c2ccc(Cl)cc2)c1 (stereo not given)	6.9%	19.2%	-4.2%	0.9	-2.8%	0.0%	2.5%	x	3.0%
CC(C)(C)c1csc(NC2=NS(=O)(=O)c3ccccc32)n1	7.5%	13.2%	-7.9%	-2.9	-0.5%	-3.6%	-0.4%	19.6%[59 µM]	-1.4%
COc1cc(C(=O)NNC(=O)C2CCC2)cc(OC)c1OC	-8.0%	26.4%	1.7%	1.2	-7.6%	-0.1%	-11.7%	7.9%[2.33 µM]	-1.8%
O=c1[nH]c(SCc2n[nH]c(=S)n2-c2ccccc2)nc2sc3c(c12)CCC3	8.1%	-7.7%	56.2µM*	-11.0	-2.0%	16.6%	-8.0%	2µM*	-33.1%
O=C(CSc1ccccc1)N1CCN(c2ccc(F)cc2)CC1	2.2%	29.4%	-11.2%	7.2	-6.0%	16.1%	9.8%	x	x
Cc1ccc(CSc2nnc(-c3ccc(NS(=O)(=O)c4ccccc4)cc3)o2)cc1	3.3%	26.8%	-28.4%	-2.3	1.5%	-0.5%	-25.2%	6.8%[59 µM]	-10.1%
CC(=O)Nc1c(C(=O)Nc2ccccc2F)oc2ccccc12	0.5%	39.3%[activator]	8.9%	2.1	-3.1%	-11.4%	-15.2%	18.7%[59 µM]	-31.6%
Cc1ccc(C(=O)Nc2ccc3c(c2)OCO3)o1	-2.7%	-22.1%	-6.9%[11.4 µM]	-16.2	-10.0%	27.1%	-14.9%	3.7%[12.7 µM]	2.1%
CCN1C(=O)C(CC(=O)Nc2ccc(OC)cc2)N(CCc2ccccc2F)C1=S (stereo not given)	u	u	-9.7%	2.3	-5.3%	-3.3%	-6.9%	3.5%[59 µM]	-7.9%
c1ccc(-c2nc3nonc3nc2-c2ccccc2)cc1	3.3%	u	39.8µM*	3.8	-5.4%	-1.1%	-24.0%	14.1µM*	28.2µM*
CCOC(=O)CNC(=O)CSc1nc(Cc2ccccc2)nc2ccccc12	-2.3%	34.2%	-15.0%	-1.0	-9.4%	1.9%	2.8%	x	9.0%
COc1ccccc1OCC(=O)N(Cc1nc(-c2ccccc2)no1)C1CCCCC1	-1.1%	25.1%	-8.6%	7.2	4.1%	2.2%	-19.1%	-21.7%[12.7 µM]	0.8%
COc1ccccc1C(=O)N1CCN(S(=O)(=O)c2ccccc2)CC1	-8.9%	10.7%	-11.5%	-6.6	0.6%	15.7%	1.5%	27.4%	1.1%
O=C(N/N=C\c1cc(Br)cs1)C1COc2ccccc2O1 (stereo not given)	-2.9%	15.6%	-6.1%	2.1	-3.0%	-6.8%	-10.8%	6.0%	-13.4%
CC(=O)c1ccc(NC(=O)Nc2ccc3c(c2)N(C)C(=O)CS3)cc1	u	u	-23.7%[57.1 µM]	-0.4	1.0%	14.9%	u	-7.0%	-5.8%
CCOC(=O)c1ccc2c(c1)nc(C)n2CC	0.5%	31.6%	-8.9%	-5.4	-5.3%	0.4%	-0.6%	x	x
CC(C)NC(=O)CCN1C(=O)c2ccccc2Sc2ncccc21	-0.7%&-0.7%	16.2%&6.3%	-6.9%&7.0%	4.8&-6.5	-0.9%&-3.8%	-0.2%&-22.5%	-11.7%&5.0%	-0.5%[59 µM]	4.7%&-6.6%
Cc1cccc(-c2nn3c(=O)cc(CN4CCN(S(=O)(=O)c5ccc(Cl)cc5)CC4)nc3s2)c1	8.2%	14.8%[57 µM]	-17.2%	2.7	0.0%	2.4%	-3.1%	-5.9%[59 µM]	3.9%
O=P(OC1CCCCC1)(OC1CCCCC1)C(O)c1ccccc1 (stereo not given)	0.6%	39.3%	-2.2%	1.0	1.6%	1.9%	-25.1%	12.2%[59 µM]	10.0%
Cc1ccc(NC(=O)CN(C)C(=O)c2ccc(NS(=O)(=O)c3ccc4[nH]c(=O)[nH]c4c3)cc2)cc1	5.1%	44.9%[activator]	-20.8%	-6.1	1.6%	-0.9%	-6.9%	2.9%[2.33 µM]	1.7%
COC(=O)C1CCN(C(=O)COC(=O)c2ccc(OC)c(S(=O)(=O)N3CCCc4ccccc43)c2)CC1	16.4%	12.7%	-18.1%	-2.9	-0.1%	2.1%	-6.6%	79.4µM*	4.8%
COC(=O)c1ccc(C(=O)NC2CC(C)(C)Cc3c2cnn3-c2ccc(F)cc2)nc1 (stereo not given)	-14.1%	27.8%	-7.6%	1.1	-5.1%	-2.7%	-9.0%	33.1%[activator]	-13.4%
COC(=O)c1sccc1NC(=O)c1ccc2c(c1)OCO2	1.8%	27.6%	-13.4%	-3.0	4.7%	-13.9%	7.3%	-4.3%[12.7 µM]	-19.6%
CN(C(=O)COC(=O)c1ccc(Cl)c(S(=O)(=O)N2CCCCC2)c1)C1(C#N)CCCCC1	18.6%	72.2%[activator]	-17.9%	1.6	-7.2%	1.0%	-15.1%	-8.5%[12.7 µM]	-3.8%
COCC(=O)Nc1ccc(S(=O)(=O)N2CCCC2)cc1	7.8%	23.2%	2.4%	-15.3	-15.8%	-6.0%	-8.8%	-5.8%	-12.6%

Looked up by compound from the list above:
SMILES	Pin1 inh	HP1b chromo inh	JMJD2A Tudor	PI4K2A block	PGK inhibitor	GLS inhibitor	Pol eta inh	G9a block	BAZ2B inh
CCOC(=O)c1ccc2c(c1)nc(C)n2CC	0.5%	31.6%	-8.9%	-5.4	-5.3%	0.4%	-0.6%	x	x
Cc1ccc(NC(=O)CN(C)C(=O)c2ccc(NS(=O)(=O)c3ccc4[nH]c(=O)[nH]c4c3)cc2)cc1	5.1%	44.9%[activator]	-20.8%	-6.1	1.6%	-0.9%	-6.9%	2.9%[2.33 µM]	1.7%

The listing continues.
SMILES	Pin1 inh	HP1b chromo inh	JMJD2A Tudor	PI4K2A block	PGK inhibitor	GLS inhibitor	Pol eta inh	G9a block	BAZ2B inh
O=S(=O)(c1ccc(NC(=S)N/N=C/c2c3ccccc3cc3ccccc23)cc1)N1CCOCC1	u	22.1%	-26.9%	-1.9	-8.1%	-5.3%	-12.6%	5.5%	-30.7%
CC(=O)N/C(N)=N/c1nc2cc([N+](=O)[O-])ccc2o1	-0.7%	31.5%	-6.0%	-1.2	-4.9%	-8.8%	3.2%	15.7%	5.2%
Cc1cc(NC(=O)CSc2ncnc3sccc23)no1	4.1%	44.5%[activator]	-9.0%	-4.5	0.6%	18.5%	-7.4%	0.6%	-15.4%
COc1ccc(C2CC(c3ccccc3)=NN2C(=O)CSc2nnnn2-c2cccc(C)c2)cc1 (stereo not given)	12.2%	1.9%	-6.6%	-10.3	-10.9%	0.0%	-1.4%	x	x
CCC(=C(c1ccc(OC)cc1)c1ccc(OC)cc1)c1cn(CC(O)CN2CCN(C)CC2)c2ccccc12 (stereo not given)	5.0%	50.1µM*	28.2µM*	-1.1	4.1%	18.1%	-21.3%	39.8µM*	44.7µM*
CCc1ccc(NC(=O)c2sc3nc4c(cc3c2N)CN(CC)CC4)cc1	6.2%	-12.4%	56.2µM*	-3.2	6.8%	7.1%	4.0%	u	35.5µM*
O=C1CC(c2ccco2)CC(O)=C1C=NCCN1CCNCC1 (stereo not given)	-10.0%	74.3%[activator]	-13.7%[57.1 µM]	-1.4	9.6%	0.7%	-1.0%	6.4%[12.7 µM]	11.0%
C#CCOCCOCCOCCNc1nc(N2CCOCC2)nc(N2CCN(C(=O)[C@H](CC(N)=O)n3cc([C@@H](N)C(C)C)nn3)CC2)n1	5.3%	37.7%	-2.2%	6.7	-3.4%	-7.4%	-13.9%	x	x
Oc1ccccc1CNn1cnnc1	-5.0%	26.5%	6.8%	-1.0	10.6%	8.8%	-9.9%	0.3%	1.1%
COc1ccc(CCN(C(=S)Nc2ccccc2)C2CC(=O)N(c3ccccc3)C2=O)cc1 (stereo not given)	36.8%[activator]	21.0%	8.2%	3.9	10.3%	5.5%	-13.5%	8.2%[12.7 µM]	2.6%
COc1ccc(OC)c(S(=O)(=O)N2CCC(c3ccncc3)CC2)c1	0.3%	23.8%	-18.7%	-1.7	i	-10.6%	-11.4%	9.5%[59 µM]	-6.3%
Cc1ccc(Cl)cc1NS(=O)(=O)c1ccccc1	4.4%	25.1%[57 µM]	-2.8%	5.7	9.4%	5.8%	-6.6%	x	x
COc1cc(C(=O)NCC(=O)N2CCN(S(=O)(=O)c3ccccc3C(F)(F)F)CC2)cc(OC)c1OC	-0.9%	28.7%	-3.9%	1.0	-1.1%	-0.3%	-10.3%	x	x
CCNS(=O)(=O)c1ccc(CCC(=O)NCCc2ccc(OC)cc2)cc1	-6.7%	-16.4%	-10.6%	-1.7	-1.9%	2.9%	-18.7%	-26.6%	-19.3%

This is a subset; count on the stated rates, not on these rows.
